# USP1-UAF1 inh – blocks the human USP1/UAF1 deubiquitinase complex; O94782; recombinant USP1/UAF1, Ub-Rhodamine cleavage fluorescence; Potency, µM (highest dose often 57.1 µM), for inactives: at the top dose activity change, negative = inhibition, most hits filed as inhibitors; actives 0.23% (n = 390,000); also: % is scaled to controls: 0 for no effect and ±100 for the full control effect; nearly all actives have a fitted effect of over 60% in size; inactives centre near -12
#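 1 nM enzyme complex + cpd, 15 min RT; start with Ub-Rho 150nM final; kinetic fluorescence ex 480/em 540, 6 reads q60 s. Buffer 50mM HEPES pH 7.8, 0.5mM EDTA, 0.1 mg/ml BSA, 1mM TCEP, 0.01% Tween-20.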
# TrxR1 inh – inhibitors of rat thioredoxin reductase 1; O89049; recombinant rTrxR1, NADPH fluorescence consumption, selenite substrate; Potency, µM (highest dose often 114 µM), for inactives: at the top dose activity change, negative = inhibition, actives largely listed as inhibitors; actives 1% (n = 390,000); also: % is scaled to controls: 0 for no effect and ±100 for the full control effect; nearly all actives have a fitted effect of over 65% in size
#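 Rat TrxR1 (90 nM in the dispensed reagent) was pre-reduced with 400 uM NADPH for 5 min at room temperature, then incubated with compound for 15 min. After 400 uM selenite was added, NADPH fluorescence (Ex 340/Em 450 nm) was followed for 8 min.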
# Vif-A3F inh – blocks the Vif interaction with APOBEC3F; HeLa A3F-eYFP + Vif (tagged APOBEC3F with the HIV-1 protein that degrades it), YFP fluorescence increase; Potency, µM (top dose mostly 46.1 µM), for the others: top-dose activity, negative = active; actives 0.2% (n = 390,000); also: % of control where 0% means no effect; nearly all actives have a fitted effect of over 65% in size
#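 HeLa cells stably expressing Vif plus C-terminally eYFP-tagged A3F were seeded, incubated overnight at 37 deg C, dosed with compound, incubated overnight again at 37 deg C. Yellow fluorescence (Ex 488/Em 500-530) reported blocked Vif-mediated A3F-eYFP degradation.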
# 12-LOX inh – ALOX12 (human) lipoxygenase inhibition | P18054 | purified 12hLO, xylenol orange hydroperoxide absorbance | Potency, µM (highest dose often 108 µM), for inactives: at the top dose activity change, negative = inhibition, actives largely listed as inhibitors | actives 1.1% (n = 580,000) | AID 1671190; also: % is scaled to controls: 0 for no effect and ±100 for the full control effect
# Target sequence (P18054 whole entry, looked up): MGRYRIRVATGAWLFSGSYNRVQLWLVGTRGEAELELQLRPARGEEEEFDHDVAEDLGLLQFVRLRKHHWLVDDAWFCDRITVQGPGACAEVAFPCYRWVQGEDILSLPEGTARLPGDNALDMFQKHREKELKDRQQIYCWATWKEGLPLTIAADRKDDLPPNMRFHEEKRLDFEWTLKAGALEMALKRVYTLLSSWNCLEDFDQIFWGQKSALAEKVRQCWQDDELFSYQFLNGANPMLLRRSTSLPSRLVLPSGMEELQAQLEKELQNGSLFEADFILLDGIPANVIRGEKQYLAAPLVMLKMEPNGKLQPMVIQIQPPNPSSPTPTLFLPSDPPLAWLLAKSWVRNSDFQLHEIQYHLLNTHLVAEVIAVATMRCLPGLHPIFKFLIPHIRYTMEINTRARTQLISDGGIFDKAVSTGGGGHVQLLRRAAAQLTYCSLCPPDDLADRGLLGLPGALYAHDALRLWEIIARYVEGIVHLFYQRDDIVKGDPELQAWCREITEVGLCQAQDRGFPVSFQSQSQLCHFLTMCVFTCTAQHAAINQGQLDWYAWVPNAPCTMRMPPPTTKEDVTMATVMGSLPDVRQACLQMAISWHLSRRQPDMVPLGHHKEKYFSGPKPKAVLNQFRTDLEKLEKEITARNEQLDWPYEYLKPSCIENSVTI
#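 Purified human 12hLO at 150 nM in 25 mM Hepes, 0.01% Triton X-100, pH 7.0, preincubated 15 min at room temperature with compound. Reaction started with 40 uM arachidonic acid, 30 min at room temperature. Hydroperoxide measured by Fe-xylenol orange, 573/405 nm absorbance ratio.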
# RXFP1 ag – RXFP1 (human) receptor agonism | actives 0.3% (n = 370,000) | Q9HBX9 | Potency, µM (doses to about 57.5 µM), for the others: top-dose activation, actives largely listed as activators | AID 2676 | HEK293T-RXFP1 cAMP TR-FRET, 30 min; response scale: percent of porcine relaxin response, buffer zero; also: % is scaled to controls: 0 for no effect and ±100 for the full control effect; nearly all actives have a fitted effect of over 60% in size; many of its hits are not listed in these tables
#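 Agonist response is measured as cAMP accumulation in an RXFP1-transfected HEK293T line under PDE4 inhibition. Values are scaled between buffer-only and 29 nM porcine relaxin, and EC50s come from standard Hill equation fits.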
# RGS4 inhibitor – inhibitors of human regulator of G protein signaling 4. P49798. Transcreener GDP fluorescence polarization, RGS4-accelerated GTP hydrolysis. Potency, µM (top dose mostly 114 µM), without a hit: at the highest dose activity change, negative = inhibition, actives largely listed as inhibitors. actives 0.039% (n = 390,000). AID 504845; also: % is scaled to controls: 0 for no effect and ±100 for the full control effect; nearly all actives have a fitted effect of over 75% in size; some results filed as inactive show a strong effect at the top dose
# Target sequence (P49798 whole entry, looked up): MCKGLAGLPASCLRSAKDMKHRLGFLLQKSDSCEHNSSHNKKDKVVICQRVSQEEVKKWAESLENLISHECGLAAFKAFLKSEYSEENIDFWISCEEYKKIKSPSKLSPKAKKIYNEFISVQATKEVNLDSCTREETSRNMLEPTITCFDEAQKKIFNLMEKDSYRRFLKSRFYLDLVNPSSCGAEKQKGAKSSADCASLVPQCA
#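 MLSMR compounds (23 nl, pin-transferred) preincubated 10 min at room temperature with a 500nM (2x) first reagent, then RGS4 at 900nM (2x) plus Transcreener GDP mix added; fluorescence polarization (620/688 nm) read before and after 90 min at 30 °C.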
# TrxR1 substrate – rat thioredoxin reductase 1 substrate activity; purified TrxR1 substrate turnover, NADPH consumption readout; Potency, µM (titrated, usually from 114 µM), inactives show at the top dose activity change, negative = substrate turnover; actives 0.01% (n = 390,000); AID 588456; also: % is scaled to controls: 0 for no effect and ±100 for the full control effect; nearly all actives have a fitted effect of over 50% in size
#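 Rat TrxR1, dispensed at 90 nM, was prereduced with 400 uM NADPH (final) for 5 min at ~22 deg C, then incubated with compound 15 min before 400 uM selenite. A first-read NADPH fluorescence drop versus no-compound background flagged substrates.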
# Vif-APOBEC3G blk – Vif-A3G binding inhibition. Q9HC16. HeLa A3G-eYFP + Vif (tagged APOBEC3G with the HIV-1 protein that degrades it), YFP fluorescence, overnight. Potency, µM (top dose mostly 46.1 µM), for the others: at the top dose activity, negative = active, hits mostly inhibitors. actives 0.076% (n = 410,000). AID 602310;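 also: % is scaled to controls: 0 for no effect and ±100 for the full control effect; nearly all actives have a fitted effect of over 60% in size; hits raise eYFP signal because A3G escapes Vif-driven loss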
#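 HeLa cells stably expressing Vif and C-terminally eYFP-tagged A3G, seeded overnight at 37 deg C, then exposed to compound by pintool overnight at 37 deg C. Rise in yellow fluorescence (Ex 488/Em 500-530, Acumen) marks blocked Vif-driven A3G degradation.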
# IDH1 R132H inh – blocks human mutant IDH1 R132H enzyme; O75874; Potency, µM (titrated, usually from 76.6 µM), without a hit: top-dose activity change, negative = inhibition, most hits filed as inhibitors; actives 0.093% (n = 390,000); IDH1-R132H enzyme, NADPH consumption, diaphorase/resazurin fluorescence; also: % is scaled to controls: 0 for no effect and ±100 for the full control effect; nearly all actives have a fitted effect of over 65% in size
#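 IDH1-R132H (0.5 ug/mL) preincubated 30 min with compound, then NADPH (0.016 mM) and alpha-KG (2 mM) added; 80 min at RT, pH 7.5. Remaining NADPH coupled via diaphorase/resazurin to fluorescence (540/590 nm); concentration-response curves normalized to no-enzyme control.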
# * = called active by the depositor; ? = inconclusive; nt = no result given; & = joins results of further samples; [ ] = another dose, or the depositor's remark. Calls follow the shape of the dose curve; as a rule, active = well fitted curve in the direction sought with a large enough effect; inconclusive = small, poorly fitted or top-dose-only effect, or another doubt; inactive = no such curve, though single readings can be large; an effect the other way counts as inactive or inconclusive. Potency is read from the fitted curve at half-maximal effect.
SMILES,USP1-UAF1 inh,TrxR1 inh,Vif-A3F inh,12-LOX inh,RXFP1 ag,RGS4 inhibitor,TrxR1 substrate,Vif-APOBEC3G blk,IDH1 R132H inh
C=CCn1c(SCC(=O)NCc2ccccc2)nnc1C1CCCCC1,-13%,1%,4%,nt,1.1%,17%,-3%,1%,5%
Cc1ccc(O)c(NC(=O)c2cc(-c3ccco3)on2)c1,-18%,12%,-1%,-19%,2.8%,9%,4%,-4%,1%
CC1(C)CC(=O)C2=C(C1)N(c1ccccc1)C(N)=C(C#N)C2c1cccnc1 (stereo not given),-8%,79µM*,-3%,?,-1.3%,1%,2%,0%,-4%
Cc1cccc(NC(=O)CCc2nc3sc4c(c3c(=O)[nH]2)CCCC4)c1,-18%,4%,-5%,-28%,10%,-24%,-4%,2%,2%
CC(=O)c1c(C)[nH]c(C(=O)OCC(=O)Nc2c(C)n(C)n(-c3ccccc3)c2=O)c1C,-18%,17%,4%,-1%,0.7%,-5%,2%,1%,0%
COCCNC(=O)c1c(N)n(CCCn2ccnc2)c2nc3ccccc3nc12,2%,58%[activator][57.1 µM],1%,25%,5.3%,30%,121%[activator][57.1 µM],0%,1%
Cc1c2c([n+]3n1CCC3)CC(C)(C)CC2=O,-2%,15%,-4%,18%,0.2%,27%,7%,1%,-2%
COC(=O)C1=C(C)N(CCCCCC(=O)O)C(=O)NC1c1ccccc1 (stereo not given),22%,-1%[57.1 µM],-2%,-7%,nt,15%&31%,5%[57.1 µM],2%&1%,-8%
Cc1coc2cc3oc(=O)ccc3cc12,-20%,17%,-3%,-12%,2.4%,-13%,11%,0%,-1%
COCCCNC(=S)NC(=O)c1ccc([N+](=O)[O-])cc1,-16%,-17%,-11%,-25%,4.7%,7%,-8%,0%,4%
C=C[C@@]1(C)CC(=O)[C@]2(O)[C@@]3(C)[C@@H](O)CCC(C)(C)[C@@H]3[C@H](OC(C)=O)[C@H](O)[C@@]2(C)O1,-18%,2%[57.1 µM],-4%,13%,nt,11%,8%[57.1 µM],0%,-3%
O=C(O)CCNC(=O)/C(=C\C=C\c1ccccc1)NC(=O)c1ccccc1,-6%,-11%,-1%,-3%,3.2%,10%,-15%,2%,1%
Cc1onc(-c2ccccc2)c1C(=O)NC(=S)NNC(=O)c1ccc(O)cc1O,-10%,?,-11%,?,0.6%,-38%,-18%,1%,8%
COc1ccccc1CNC(=O)c1cc(-c2ccccc2C)n(CC2CC(c3cccc([N+](=O)[O-])c3)=NO2)n1 (stereo not given),-16%,24%[57.1 µM],-5%,-14%,-1.3%,2%,8%[57.1 µM],3%,10%
Cc1ccccc1CNC(=O)c1cnc2sc(N3CCC(C)CC3)nn2c1=O,1%,25%[57.1 µM],-2%,-7%,-1.2%,-11%,17%[57.1 µM],-2%,-7%
O=C(c1cccs1)N1CCC(c2nc3c(nnn3Cc3cccc(Cl)c3)c(=O)[nH]2)CC1,-18%,-4%[57.1 µM],-4%,-17%,1.2%,-30%,2%[57.1 µM],-6%,-17%
Cc1nn(-c2ccc(C(=O)O)cc2)c2c1C(=O)CC(C)(C)C2,-22%,25%,6%,0%,2.6%,-11%,8%,0%,12%
CC1CN(C2=Nc3cccc4cccc2c34)CC(C)O1 (stereo not given),?,7%[57.1 µM],-11%,-1%,3.1%,-34%[56.9 µM],-12%[57.1 µM],5%,17%
COc1ccccc1C(=O)N1CCN(Cc2ccc3c(c2)OCO3)CC1,-4%,-16%,-2%,0%,-4.0%,-18%,2%,0%,4%
COc1ccc(NC(=O)COc2ccc(C(=O)OCC(=O)N(C(C)C)C(C)C)cc2OC)cc1,-12%,11%,?,-23%,-2.3%,-73%[56.9 µM],5%,4%,13%
CCc1ccc(N=CC23c4ccccc4C(c4ccccc42)C2C(=O)N(c4ccc(OC)cc4)C(=O)C23)cc1 (stereo not given),-11%,5%[57.1 µM],9%,-23%,0.0%,-2%,2%[57.1 µM],-12%,1%
O=c1[nH]n(Cc2ccccc2)c(=O)c2ccccc12,-1%,3%,-4%,6%,1.5%,12%,1%,-1%,0%
N#CCCN(Cc1cccnc1)C(=S)Nc1ccc(OC(F)F)cc1,-20%,19%[11.4 µM],6%,-12%,6.5%,-6%,3%[11.4 µM],-4%,-2%
O=C(/C=C/c1cccnc1)c1ccc(O)cc1,-26%,-11%,-32%,6%,4.1%,5%,4%,-12%,11%
CCN1CCN(CCNC(=O)Nc2ccc([N+](=O)[O-])cc2)CC1,-22%,13%,-4%,12%,-1.1%,-3%,-1%,3%,0%

# 3 entries from above in a different format.
SMILES | USP1-UAF1 inh | TrxR1 inh | Vif-A3F inh | 12-LOX inh | RXFP1 ag | RGS4 inhibitor | TrxR1 substrate | Vif-APOBEC3G blk | IDH1 R132H inh
Cc1c2c([n+]3n1CCC3)CC(C)(C)CC2=O | -2% | 15% | -4% | 18% | 0.2% | 27% | 7% | 1% | -2%
COC(=O)C1=C(C)N(CCCCCC(=O)O)C(=O)NC1c1ccccc1 (stereo not given) | 22% | -1%[57.1 µM] | -2% | -7% | nt | 15%&31% | 5%[57.1 µM] | 2%&1% | -8%
Cc1coc2cc3oc(=O)ccc3cc12 | -20% | 17% | -3% | -12% | 2.4% | -13% | 11% | 0% | -1%

# Remaining list, next part
SMILES,USP1-UAF1 inh,TrxR1 inh,Vif-A3F inh,12-LOX inh,RXFP1 ag,RGS4 inhibitor,TrxR1 substrate,Vif-APOBEC3G blk,IDH1 R132H inh
COc1ccc(-n2ncc3c2CC(C)(C)CC3NC(=O)CCn2nc(C)cc2C)cc1 (stereo not given),-17%,18%[57.1 µM],2%,-23%,2.4%,-29%[56.9 µM],-11%[57.1 µM],7%,8%
CCCCn1c(N)c(N(CCOC)C(=O)c2cc3c(s2)CCCCC3)c(=O)[nH]c1=O,-20%,10%,-4%,?,-2.2%,0%,3%,-5%,12%
COc1ccc(CN2CC(=O)N(c3ccc(C)c(C)c3)C2=S)cc1OC,-8%,16%[57.1 µM],2%,0%,0.7%,2%,2%[57.1 µM],-1%,7%
CCn1c(=O)c([N+](=O)[O-])c(NCc2ccc3c(c2)OCO3)c2ccccc21,-9%,-2%,7%,?,-0.7%,14%,-9%,0%,0%
CCCC(=O)Oc1ccc(N(C(=O)CCC)S(=O)(=O)c2cccc([N+](=O)[O-])c2)cc1,-10%,-7%,-17%,-13%,2.0%,2%,-15%,-1%,2%
N#C/C(=C\c1cn[nH]c1-c1ccc(Cl)cc1)C(=O)NCc1ccccc1,-20%,-10%,-11%,9%,0.0%,-24%,-13%,-9%,-20%
O=c1c2c([N+](=O)[O-])cc([N+](=O)[O-])cc2nc2ccccn12,-23%,-1%,-1%,?,2.5%,-20%,-5%,0%,6%
CCOc1cc(NC(=S)NCC2CCCO2)c(OCC)cc1NC(=O)CC (stereo not given),-18%,-8%,-16%,-21%,0.5%,-21%,-1%,4%,-4%
COc1ccc(N2C(=O)N3[C@H](c4ccc(Br)cc4)[C@@H]4C(=O)N(C(C)(C)C)C(=O)[C@@H]4[C@]3(Cc3ccccc3)C2=O)cc1,-5%,32%,8%,7%,-1.4%,27%,-1%,-1%,-10%
CCc1cccc(C)c1NC(=O)CO/N=C(\C)c1cc2ccccc2o1,-16%,-1%,-10%,-8%,0.9%,-28%,-4%,-2%,3%
C/C(CC(=O)Nc1cccc(Cl)c1Cl)=N\NC(=O)c1ccccc1C,-13%,-1%,-3%,1%,2.5%,-4%,1%,9%,2%
COc1cc(F)c(C2=CC(=O)C[C@H](c3ccc4c(c3)OCO4)C2)cc1F,-29%,25%[57.1 µM],5%,-3%,0.4%,-15%,-5%,1%,7%
O=C(N/N=C/c1cccnc1)C(O)c1ccccc1 (stereo not given),-8%,-2%,2%,-7%,1.5%,22%[11.4 µM],-4%,-1%,10%
COC(=O)CSc1nc(C)c(C(=O)Nc2ccccc2C)c(-c2ccc(Cl)cc2)c1C#N,2%,?,0%,-12%,0.3%,-5%,13%,-2%,-1%
CSc1ncccc1C(=O)OCC(=O)c1cccs1,-13%,7%,1%,-2%,-0.7%,-7%,7%,0%,3%
COc1cc(-c2nc3cnccn3c2Nc2ccc3c(c2)OCCO3)ccc1O,-1%,4%,-6%,-2%,-0.4%,-21%,1%,?,1%
[O-][N+](=C(c1ccccc1)c1ccccc1)c1ccccc1,-14%,22%[57.1 µM],1%,-27%,nt,2%,9%[57.1 µM],0%,-3%
COc1cc(C2NC(=O)CCC2[N+](=O)[O-])cc(Br)c1OC (stereo not given),0%,-4%,3%,25%,-3.1%,11%,0%,0%,-10%
COC(=O)c1cc(C#N)c(Oc2ccccc2)nc1C,-17%,3%,-2%,6%,nt,-17%,-4%,2%,10%
Cc1ccc(C)c(CN2C(=O)C(O)(c3c[nH]c4ccccc34)c3ccccc32)c1 (stereo not given),-12%,-10%,5%,-11%,-1.4%,2%,-18%,-6%,4%
COc1ccc(C2CC(c3ccc(OC)c(OC)c3)=NN2C(=O)c2ccccc2)cc1 (stereo not given),-8%,18%,0%,-16%,0.8%,21%,-6%,1%,-8%
CN(C)/C=N/c1cc(=O)n(Cc2ccccc2)c(=O)n1C,-20%,16%,1%,5%,3.5%,3%,2%,-5%,14%

# These rows are one share of the data; count on the stated rates, not on these rows.
